# ROC1-CUL1 inh – blocks human RBX1-Cullin-1 di-ubiquitin formation; hit rate 0.6% among 140,000; P62877+Q13616; in vitro K48 di-Ub FRET, acceptor:donor ratio, 45 min; AID 1347404; inhibition, % at 10 µM; in the data active = inhibition above about 25%
# Target sequence (P62877 whole entry, looked up): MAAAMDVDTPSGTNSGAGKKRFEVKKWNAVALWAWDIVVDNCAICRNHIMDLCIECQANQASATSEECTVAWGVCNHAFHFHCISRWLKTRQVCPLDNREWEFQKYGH
# Target sequence (Q13616 whole entry, looked up): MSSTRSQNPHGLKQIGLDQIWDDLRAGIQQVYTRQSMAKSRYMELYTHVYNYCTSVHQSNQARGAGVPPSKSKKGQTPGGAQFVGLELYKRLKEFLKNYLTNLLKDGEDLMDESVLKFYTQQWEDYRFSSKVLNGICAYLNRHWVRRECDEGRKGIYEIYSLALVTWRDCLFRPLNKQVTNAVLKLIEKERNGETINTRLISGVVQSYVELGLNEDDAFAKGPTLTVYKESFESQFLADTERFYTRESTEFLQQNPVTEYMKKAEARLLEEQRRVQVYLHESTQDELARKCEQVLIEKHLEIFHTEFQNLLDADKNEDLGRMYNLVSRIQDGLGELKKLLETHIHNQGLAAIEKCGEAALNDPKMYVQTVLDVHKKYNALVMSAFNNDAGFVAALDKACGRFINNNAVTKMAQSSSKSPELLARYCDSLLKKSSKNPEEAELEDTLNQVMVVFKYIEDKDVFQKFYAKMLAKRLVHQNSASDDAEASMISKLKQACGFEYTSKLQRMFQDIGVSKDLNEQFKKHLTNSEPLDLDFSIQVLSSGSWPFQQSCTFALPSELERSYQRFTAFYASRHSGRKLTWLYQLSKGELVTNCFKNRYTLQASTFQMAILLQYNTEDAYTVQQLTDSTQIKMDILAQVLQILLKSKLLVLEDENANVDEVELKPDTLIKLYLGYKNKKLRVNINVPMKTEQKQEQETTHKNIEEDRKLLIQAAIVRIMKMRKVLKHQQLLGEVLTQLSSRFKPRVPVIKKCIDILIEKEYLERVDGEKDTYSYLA
# * = called active by the depositor. These rows are one share of the data. The share of hits here may be higher or lower than overall.
SMILES,ROC1-CUL1 inh
Cn1c(=N)n(CC(=O)c2cc(C(C)(C)C)c(O)c(C(C)(C)C)c2)c2ccccc21,5.5
O=C(COc1ccc2ccccc2c1)NCC(=O)N/N=C/c1ccco1,7.4
O=C(NCc1ccccc1Cl)C1CCCN(c2ncnc3onc(-c4ccc(F)cc4)c23)C1 (stereo unspecified),6.7
CC(C)Oc1ccc(C(=O)N2CCN(c3cccc(Cl)c3)CC2)cc1,5.6
CN1C[C@@H]2C[C@@H](c3ccc(C#CCCO)cc3)N3CCC[C@@]23C1=O,5.3
CC(C)OCCCNC(=O)c1cn(C)c2ccc(S(=O)(=O)N(C)C3CCCCC3)cc2c1=O,-7.4
CCn1cc(C(=O)N(C)c2ccc(C(C)C)cc2)c2cc(OC)c(OC)cc2c1=O,2.8
CCCC(=O)Nc1nnc(SCC2=Nc3cc(C)ccc3C(=O)C2)s1,1.9
COc1ccc(N2CCN(C(=O)COc3cc(C)ccc3Cl)CC2)cc1,4.5
Cc1ccc(N=C/C=C/c2ccc([N+](=O)[O-])cc2)c(C)c1,5.5
O=C(NCc1nc(-c2ccccc2)no1)C1CCN(c2ccccc2)C1=O (stereo unspecified),-3.4
CN1CCN(Cn2nc(C34CC5CC(CC(C5)C3)C4)oc2=S)CC1,-2.7
COc1ccccc1NC(=O)c1ccc(CN2C(=O)C(C)=C(c3ccc(C)c(C)c3)S2(=O)=O)cc1,-8.5
COc1ccc(Nc2ncnc3c2nc2n3CCCC2)cc1Cl,2.0
Cc1cccc(N(CC(=O)N=C2C(=O)N(c3ccccc3)N(C)C2C)S(C)(=O)=O)c1C (stereo unspecified),7.3
CC1(C)C2CCC1(C)[C@H](O)[C@H]2C(=O)O (stereo partly specified),7.0
CCc1ccc2oc(-c3ccc(NC(=O)c4ccc([N+](=O)[O-])c(C)c4)cc3)nc2c1,3.8
CN(C)c1nc(OCC(=O)Nc2ccc(Cl)cc2)nc(N(C)C)n1,2.2
O=c1[nH]c(N2CCCCC2)nc2nccc(-c3ccc(Cl)cc3)c12,8.3
CCOCN(C(=O)Cn1cnc2cc(C)c(C)cc21)c1c(C)cccc1CC,-10.3
O=S(=O)(Nc1ccc2c3c(cccc13)CC2)c1cc(Cl)ccc1Cl,6.6
Cn1c(=O)[nH]c2nc(-c3ccccc3)n(C)c2c1=O,-12.3
CCCCOc1cccc(C(=O)N2CCN(CCc3ccncc3)CC2)c1,3.0
Cc1cc(C)c(NC(=O)c2ccc(C)c(Br)c2)c(C)c1,-9.8
COc1ccc(NC(=O)C2CCC(CNS(=O)(=O)c3ccc(Br)s3)CC2)c(OC)c1 (stereo unspecified),-6.2
# Next compounds.
SMILES,ROC1-CUL1 inh
COc1ccccc1N1CCN(CCC(=O)Nc2cccc(F)c2)CC1,9.2
CC(C(=O)N1CCCC1)N1c2cccc3cccc(c23)S1(=O)=O (stereo unspecified),-1.1
COc1ccccc1C(=O)Oc1ccc(Cl)cc1NC1NS(=O)(=O)C2CCCCC12 (stereo unspecified),-8.1
O=C(CSc1nc2c([nH]c3ccccc32)c(=O)n1-c1ccc(Cl)cc1)NCc1ccccc1,-2.5
CC(C)(C)C1=C(Cl)C(=O)C(Cl)(c2ccccc2)C(=O)N1c1ccccc1 (stereo unspecified),4.2
O=C(CCCOc1ccc(Cl)cc1Cl)Nc1cccc(Cl)c1,-7.5
C=CCn1c(=N)c(C(=O)NCc2ccc(C)cc2)cc2c(=O)n3ccccc3nc21,9.5
CCCCNC(=O)N1CCN(CCC)CC1,6.5
COC(=O)c1ccc2c(c1)N(CC(=O)Nc1ccc(OC)c(Cl)c1)C(=O)c1ccccc1S2,-4.8
CC(C)(C)C1(C)OC(=O)C(=Cc2ccc3c(c2)OCO3)C(=O)O1 (stereo unspecified),3.5
Fc1ccc(N2CCN(c3ncnc4c3nc3n4CCCCC3)CC2)cc1,-12.6
CC1CCC2C(=O)N(c3cccc(OC(=O)c4ccccc4)c3)C(=O)C2C1 (stereo unspecified),-2.6
COc1cccc(NC(=O)C2CCCCC2)c1,-0.9
CCc1ccc(NCc2cc3cc(OC)c(OC)cc3n(CC(=O)Nc3ccc(F)cc3)c2=O)cc1,-5.0
Cc1cccc(-c2nc(SCC(=O)N3CCc4ccccc43)c3c(=O)n(C)c(=O)n(C)c3n2)c1,7.5
O=C(c1ccc(Cl)s1)N1CCN(Cc2ccc(F)cc2)CC1,8.8
CN1CCN(CN2C(=O)C(=O)c3ccccc32)CC1,0.8
Cc1ccccc1CNC(=O)Cn1nc(C)c2nn(-c3ccc(Cl)cc3)c(C)c2c1=O,-3.1
O=C(O)c1cnc(Br)c(Br)c1,4.4
Cc1cccc(C)c1NC(=O)C(OC(=O)C(C)N1C(=O)c2ccccc2C1=O)c1ccc(Cl)cc1Cl (stereo unspecified),7.3
CCc1ccc(NC(=O)Cn2c(=O)n(CCc3ccccc3)c(=O)c3sc4ccccc4c32)cc1,-5.6
Cc1c(Cl)cccc1NC(=O)C12CCC(C)(C(=O)C1)C2(C)C (stereo unspecified),3.0
O=C(c1ccc2c(c1)OCCO2)N1CCCC(CO)(CCOc2ccccc2)C1 (stereo unspecified),6.8
O=C(COc1ccccc1)NNC(=O)c1ccccc1C(=O)O,4.3
Cc1cccc(CNC(=O)CN2CC(C)Sc3ccccc32)c1 (stereo unspecified),-1.2
# (cont.)
SMILES,ROC1-CUL1 inh
Cc1ccc(C(=O)N2CCC(C(N)=O)CC2)cc1NC(=O)c1nsc2ccccc12,13.6
CN1C(=O)/C(=C/c2ccccc2)N=C1N1CCCCC1,11.3
CCCCCCC12CCC(C(=O)O)(CC1)CC2,-6.1
CCc1ccc(C(=O)N2CCC(c3nc(-c4ccc(S(=O)(=O)N5CCCC5)cc4)no3)CC2)cc1,1.0
COc1ccc(N2CCN(CC(O)COc3ccccc3C(C)(C)C)CC2)cc1 (stereo unspecified),-0.3
COc1cc(C)ccc1OCc1nc(C(=O)N2CCCCCC2)co1,4.2
O=C(CC12CC3CC(CC(C3)C1)C2)N/N=C/c1ccncc1,-5.7
Cc1ccc(-n2ncc(C(=O)NCc3ccco3)c2C2CCN(C(=O)OC(C)(C)C)CC2)cc1,4.5
Cc1c(C(=O)OC2CCC(C)CC2)[nH]c2c1C(=O)CC(c1ccc(N(C)C)cc1)C2 (stereo unspecified),2.1
CN(C)CCCN(C(=O)c1cccs1)c1nc2ccc(F)cc2s1,4.2
Cc1cc(C(F)(F)F)nn1CC(=O)N1N=C(C(F)F)CC1(O)C(F)F (stereo unspecified),-4.3
CC1CCN(CC(O)Cn2cnc3c2c(=O)n(C)c(=O)n3C)CC1 (stereo unspecified),4.9
Nc1cc(S(=O)(=O)c2ccccc2)c(N)c2c1C(=O)c1ccccc1C2=O,-0.7
CC(=O)Nc1sc2c(c1C#N)CCC(C)C2 (stereo unspecified),1.2
Cc1nc(CS)nc(CS)n1,3.2
CCCCN1CN(c2ccccc2)Cc2c1n[nH]c2-c1ccc(Cl)cc1,-8.0
Cc1ccc2c(c1)C(N1CCCC1=O)CC(c1ccco1)N2 (stereo unspecified),-15.6
COc1ccc(S(=O)(=O)c2c(Nc3ccccc3F)sc(C(=O)c3cccc(OC)c3)c2N)cc1,7.0
N#CC(c1ccccc1)c1ccc(-c2ccccc2)nn1 (stereo unspecified),-10.8
CCOc1ccccc1NC(=O)CCNS(=O)(=O)c1cccc2nonc12,-1.1
CN1C=Nc2ccccc2C1c1c[nH]c2ccccc12 (stereo unspecified),-7.9
COCc1c(C(=O)NCc2cccnc2)cnn1-c1ncc2c(n1)-c1ccccc1CCC2,13.6
C1CCC(Nc2nc3nonc3nc2NC2CCC2)C1,5.5
O=C(O)CSc1nnc2c(n1)OC1(CCCCC1)Nc1ccccc1-2,4.2
O=C(CN1C(=O)COc2ccc(S(=O)(=O)Nc3ccccc3)cc21)Nc1cccc(Cl)c1,3.2

# Reformatted with tabs: part of the list above.
Compound	ROC1-CUL1 inh
Cc1c(C(=O)OC2CCC(C)CC2)[nH]c2c1C(=O)CC(c1ccc(N(C)C)cc1)C2 (stereo unspecified)	2.1
CN(C)CCCN(C(=O)c1cccs1)c1nc2ccc(F)cc2s1	4.2
Cc1cc(C(F)(F)F)nn1CC(=O)N1N=C(C(F)F)CC1(O)C(F)F (stereo unspecified)	-4.3
CC1CCN(CC(O)Cn2cnc3c2c(=O)n(C)c(=O)n3C)CC1 (stereo unspecified)	4.9

# Returning to the listing with the 5 entries that preceded the break.
SMILES,ROC1-CUL1 inh
CN1C=Nc2ccccc2C1c1c[nH]c2ccccc12 (stereo unspecified),-7.9
COCc1c(C(=O)NCc2cccnc2)cnn1-c1ncc2c(n1)-c1ccccc1CCC2,13.6
C1CCC(Nc2nc3nonc3nc2NC2CCC2)C1,5.5
O=C(O)CSc1nnc2c(n1)OC1(CCCCC1)Nc1ccccc1-2,4.2
O=C(CN1C(=O)COc2ccc(S(=O)(=O)Nc3ccccc3)cc21)Nc1cccc(Cl)c1,3.2
CCC(Oc1ccc(OC)cc1)C(=O)N1CCN(C)CC1 (stereo unspecified),-3.6
CC(OC(=O)c1ccc(Br)cc1)C(C)OC(=O)c1ccc(Br)cc1 (stereo unspecified),-2.1
CC(C)c1ccc(C(=O)NC(=S)Nc2cc(C(F)(F)F)cc(C(F)(F)F)c2)cc1,-3.4
CN(C)c1ccc(CNC(=O)c2ccc3c(c2)N(C)C(=O)C2CCCCN32)cc1 (stereo unspecified),-1.8
Cc1cc(CN2CCN(c3ccccc3F)CC2)cs1,-3.8
Cc1ccc(F)cc1NC(=O)c1sc2ncccc2c1N,1.8
C=CCN1C(=O)C2(OCCO2)c2cc(Br)ccc21,6.6
COc1ccc(-n2c(=O)c3ccc(C(=O)NCc4ccc(C)cc4)cc3n(CC(=O)Nc3ccc(F)cc3)c2=O)cc1,9.4
Cc1ccccc1C(=O)NCc1nc(-c2ccc(Cl)cc2)no1,8.3
CCOC(=O)C1C(CS(=O)(=O)c2c(C)cc(C)cc2C)=NC(=O)NC1c1cccc(OC)c1 (stereo unspecified),-1.1
COc1ccc(C(Sc2ccccc2)C2CCc3ccccc3C2=O)cc1 (stereo unspecified),0.1
COc1ccc(OC)c(/C=C2/C(=N)N3N=C(C(C)C)SC3=NC2=O)c1,2.1
NCCOC(c1ccccc1)c1ccc(Br)cc1 (stereo unspecified),16.9
Cc1ccc(-c2noc(-c3cccnc3N(C)Cc3ccc(Cl)cc3)n2)cc1,-10.6
Cc1ccc(S(=O)(=O)Nc2ccc(Cl)cc2C(=O)c2ccccc2)cc1,-3.3
C/C=C(\C)CN1CCCC1C(=O)Nc1ccc(-c2cscn2)cc1 (stereo unspecified),9.9
O=C(CN(c1ccc(Cl)c(C(F)(F)F)c1)S(=O)(=O)c1ccccc1)Nc1cc(C(F)(F)F)ccc1Cl,-6.8
COc1cc(N2Cc3ccccc3C2)ccc1/C=C1\C(=O)NC(=S)N(c2ccc(C)cc2)C1=O,-3.5
CC(=O)N1CCc2cc(S(=O)(=O)NC(CC(C)C)C(=O)NCc3ccccc3)ccc21 (stereo unspecified),2.7
COc1ccc2[nH]c3c(c2c1)CN(C(=O)CCCn1nnnc1CN1CCOCC1)CC3,-3.7
COc1ccc(OC)c(C2C3=C(CCCC3=O)N(c3ccc(Cl)cc3)C(=N)C2C(=O)c2ccccc2)c1 (stereo unspecified),-0.4
CN(Cc1ccno1)CC1(O)CCCN(Cc2ccccc2F)C1=O (stereo unspecified),5.9
CCOC(=O)c1c(NC(=O)c2ccccc2C)sc2c1CCCC2,-7.8
CCn1ncc(Cl)c1C(=O)NC(C)c1ccccc1 (stereo unspecified),-9.9
COc1cccc(-n2c(=O)c3sc4ccccc4c3n(CC(=O)Nc3ccc(F)cc3F)c2=O)c1,1.1

# Compounds from the list above that have a furan ring, fused or not (3):
SMILES,ROC1-CUL1 inh
O=C(COc1ccc2ccccc2c1)NCC(=O)N/N=C/c1ccco1,7.4
Cc1ccc(-n2ncc(C(=O)NCc3ccco3)c2C2CCN(C(=O)OC(C)(C)C)CC2)cc1,4.5
Cc1ccc2c(c1)C(N1CCCC1=O)CC(c1ccco1)N2 (stereo unspecified),-15.6

# New compounds follow.
SMILES,ROC1-CUL1 inh
CCS(=O)(=O)c1ncc(CN(C)CCOC)n1CCCc1ccccc1,-0.6
Cc1nc(N2CCc3ccccc3C2)c2c3c(sc2n1)CCCC3,0.8
COc1ccc(-n2nc(C(=O)N3CCN(c4cccc(C)c4C)CC3)c3c4ccccc4n(C)c3c2=O)cc1Cl,1.5
COc1ccc(-c2oc3cccc4c3c2C=CC4=O)cc1,-19.2
N#Cc1cc([N+](=O)[O-])ccc1Oc1cccc(/C=N/NC(=O)c2cccc(Br)c2)c1,-3.5
CCC(NC(=O)c1c(C)noc1C)C12CC3CC(CC(C3)C1)C2 (stereo unspecified),4.9
Cc1ccc(-c2[nH]nc3c2C(c2ccccc2Cl)C(C#N)C(=N)O3)cc1 (stereo unspecified),-3.8
CCN1CC(CN(C)c2nc3nonc3nc2NCc2ccccc2)CC1=O (stereo unspecified),2.9
CCC(C)N=C(Nc1ccc(C)cc1)C(=NC(C)CC)Nc1ccc(C)cc1 (stereo unspecified),-0.4
C=CCCC(=O)N1CCC(Oc2ccc(C(=O)NCCN(C)C)cc2Cl)CC1,-5.1
CCOC(=O)c1c(-c2cccc(Br)c2)csc1NC(=O)C1C2CCC(O2)C1C(=O)O (stereo unspecified),-5.5
COCCN1CCC(CN(CC2CCCO2)C(=O)c2n[nH]c3ccccc23)CC1 (stereo unspecified),6.6
CCOC(=O)c1ccc(NC(=O)COC(=O)c2ccccn2)cc1,1.3
COc1ccc(NC(=O)c2cc(F)c(F)cc2Cl)cc1OC,5.5
COc1ccccc1NC(=O)C1CCN(S(=O)(=O)c2ccc3[nH]c4c(c3c2)CCCCC4)CC1,-7.9
Cc1ccccc1-c1noc(-c2ccc(N3CCN(c4ccccc4)CC3)c([N+](=O)[O-])c2)n1,-3.5
CCN1CCN(Cc2nc3cc(Cl)ccc3n2Cc2ccccc2)CC1,-2.2
O=C1COc2ccc(S(=O)(=O)Nc3cccc(N4CCCC4)c3)cc2N1,5.0
Cc1nn(Cc2ccc(C(=O)Nc3ccccc3Sc3ccccc3)o2)c(C)c1Br,-3.7
